High-throughput results as filed in PubChem.
ARNT TACC3 PPI: disruptors of ARNT/TACC3 protein interaction, primary screen, biochemical, AlphaScreen, single concentration | Transforming acidic coiled-coil-containing protein 3 (Homo sapiens), Q9Y6A5 | AlphaScreen His-ARNT PAS-B/GST-TACC3 binding, luminescence; TACC3 fragment carries E629A point mutation | inhibition, % at 9.99 µM | hit rate 0.66% among 390,000;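 active = mean inhibition of replicates at least 50% and at least half of replicates each reaching 50%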;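 also: 0% = complete ARNT plus TACC3 wells and 100% = ARNT alone without TACC3; many hits fall short of the cut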
esBAF inh: Bmi1 luciferase reporter increase in mESCs, primary screen, esBAF inhibitor project, mouse ES cells, Bmi1 luciferase knock-in, single point; 24 h; 100% = twice the neutral-well signal; reporter increase, % at 12.5 µM; hit rate 2% among 350,000; AID 602393, 2012; in the data active = activation above about 40%;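 also: 0% = median of the plate's neutral control wells and 100% = double that signal; a rise in the Bmi1 reporter signal indicates esBAF inhibition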
RAD54 branch: inhibitors of human RAD54 branch migration, primary screen, biochemical, fluorescence, single point; DNA repair and recombination protein RAD54-like (Homo sapiens), Q92698; RAD54 Holliday junction branch migration, FAM/BHQ fluorescence; inhibition, % at 10.4 µM; hit rate 0.14% among 360,000; AID 602329, 2012;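 active = mean normalized replicate activity at least 40 and at least half of replicates scoring 40 or more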;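 also: 0% = median of neutral control wells and 100% = median of positive control wells; inhibitors cause a drop in the FAM fluorescence signal; in these data hits start at about 50%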
GSIS activator: GLuc luminescence reporter in INS-1E cells, primary screen for activators of glucose-dependent secretion of insulin. INS-1E GLuc reporter insulin secretion, 2-3 h. activation, % at 16.6 µM. hit rate 0.61% among 370,000. AID 743287, 2014;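 active = lowest replicate activation of at least 40%, so every replicate reaches that level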;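 also: 0% = median of neutral control wells and 100% = median of IBMX positive control wells; some compounds called inactive have numbers as strong as hits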
RAD52 anneal inh: RAD52 DNA annealing inhibitors, primary screen, biochemical, FRET, single point, set 2; DNA repair protein RAD52 homolog (Homo sapiens), P43351; recombinant RAD52 DNA annealing, FRET fluorescence; AID 651710, 2012; inhibition, % at 18.7 µM; hit rate 0.46% among 360,000;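 active = every replicate showing at least 50% inhibition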
ERAP1 inh: human ERAP1 aminopeptidase inhibitors, primary screen, biochemical, single point, plate reader. recombinant ERAP1, Leu-AMC fluorescence, 60 min. inhibition, % at 10.7 µM. hit rate 0.15% among 340,000. AID 652197, 2013;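 active = mean replicate inhibition of at least 30%, or all replicates individually reaching that 30% level; inactive = mean below 30% and not every replicate reaching it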;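 also: 0% = neutral control wells and 100% = L-leucinethiol positive control wells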
Target sequence (Q9NZ08 whole entry, looked up): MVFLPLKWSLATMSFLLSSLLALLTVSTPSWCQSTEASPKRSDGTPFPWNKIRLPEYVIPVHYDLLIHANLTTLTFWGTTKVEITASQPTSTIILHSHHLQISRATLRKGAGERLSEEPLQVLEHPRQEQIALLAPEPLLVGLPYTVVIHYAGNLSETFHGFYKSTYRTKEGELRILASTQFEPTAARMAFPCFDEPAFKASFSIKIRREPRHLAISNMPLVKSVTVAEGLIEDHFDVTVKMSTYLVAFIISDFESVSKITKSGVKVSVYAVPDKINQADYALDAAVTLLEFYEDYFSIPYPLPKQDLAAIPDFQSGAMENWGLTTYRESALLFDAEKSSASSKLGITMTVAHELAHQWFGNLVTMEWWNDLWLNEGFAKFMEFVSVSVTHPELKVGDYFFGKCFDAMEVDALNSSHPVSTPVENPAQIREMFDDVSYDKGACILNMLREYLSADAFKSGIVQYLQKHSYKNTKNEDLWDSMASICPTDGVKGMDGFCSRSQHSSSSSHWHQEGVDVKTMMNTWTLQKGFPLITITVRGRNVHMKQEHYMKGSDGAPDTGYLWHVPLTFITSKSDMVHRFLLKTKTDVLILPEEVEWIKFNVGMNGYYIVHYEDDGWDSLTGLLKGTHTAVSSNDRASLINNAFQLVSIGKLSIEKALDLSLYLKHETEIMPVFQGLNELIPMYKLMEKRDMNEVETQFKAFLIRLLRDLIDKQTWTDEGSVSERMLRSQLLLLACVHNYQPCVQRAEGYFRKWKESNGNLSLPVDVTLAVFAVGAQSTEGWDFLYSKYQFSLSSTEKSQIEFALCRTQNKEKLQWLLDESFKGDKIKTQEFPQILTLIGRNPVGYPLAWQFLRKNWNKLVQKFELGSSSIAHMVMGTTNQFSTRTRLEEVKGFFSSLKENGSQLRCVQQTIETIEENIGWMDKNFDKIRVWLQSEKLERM
CFTR F508del cor: F508del CFTR correction, initial screen, CFBE line, single point | hit rate 0.36% among 350,000 | activity (quench increase), % at 7.58 µM | CFBE cells, YFP halide quenching; stimulated with forskolin plus potentiator P3; % fluorescence drop versus neutral controls;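 active = mean added fluorescence quench of at least 8% versus neutral control, with both replicates also reaching 8%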;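 also: cells transiently co-express mutant CFTR-F508del with the halide-sensitive YFP; corrector assay measuring rescue of mutant channel to the surface after 24 h compound exposure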
XiGFP reactiv: activators of inactive X chromosome reactivation, primary screen, imaging, XiGFP fibroblasts, GFP high-content imaging, set 2 | XiGFP mouse fibroblasts, % GFP-positive cells imaging, 3 d; cells co-treated with 5-aza-dC sensitizer; scaled so ellipticine positive control = 100% | activation, % at 7.58 µM | hit rate 0.055% among 360,000 | AID 743238, 2013;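 active = mean normalized replicate activation at least 10% and every replicate at or above 10%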;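 also: 0% = median of on-plate neutral control wells and 100% = ellipticine 6 µM median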
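System: SV40-immortalized XiGFP fibroblast cells, line 68-5-11 / Incubation: 3-day compound exposure, then 15 min fixation at room temperature / Compound: single concentration per compound, delivered by pin transfer / Buffer or medium: DMEM plus 5-aza-dC sensitizer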
An asterisk follows results filed as active; nt = not tested or not shown.

item	SMILES	ARNT TACC3 PPI	esBAF inh	RAD54 branch	GSIS activator	RAD52 anneal inh	ERAP1 inh	CFTR F508del cor	XiGFP reactiv
1	CC(C)NC(=O)N(C)C[C@@H]1Oc2cc(C#C[C@@H](C)O)ccc2S(=O)(=O)N([C@H](C)CO)C[C@H]1C	-4	-6	7	18	3	1	-0.3	-0.2
2	Cc1nn(CCN)c(C)c1Cl	2	nt	nt	-12	-20	-3	1.1	0.4
3	Cc1cccc(NC(=O)c2ccc(NS(=O)(=O)c3cccc4cccnc34)cc2)c1	-3	11	4	-6	-7	-1	-0.2	0.0
4	COC(=O)c1ccc(CNC(=O)Cn2nnnc2CN(C)C(C)C)cc1	-5	-5	-5	-10	-9	-2	-0.2	0.0
5	CCCCn1nc(C(=O)NCc2ccccc2CN2CCCC2)c2ccccc2c1=O	-13	-8	-1	nt	-72	-2	3.8	0.4
6	COc1ccc(NC(=O)N(C)C[C@H]2OCCCC[C@@H](C)Oc3ccc(NC(=O)NC4CCCCC4)cc3C(=O)N([C@@H](C)CO)C[C@H]2C)cc1	4	7	-8	-3	8	-2	1.7	0.0
7	O=C(OCc1ccc([N+](=O)[O-])cc1)c1cc2ccccc2oc1=O	-8	nt	7	nt	-12	-2	-0.9	0.3
8	CCCNC(=O)C1(C)CCCN(C(=O)c2cccnc2Oc2ccccc2)C1 (stereo unspecified)	nt	-2	2	16	-5	7	-1.8	0.0
9	CC1CCCN(S(=O)(=O)c2ccc(S(=O)(=O)N3CCCC3)cc2)C1 (stereo unspecified)	-7	-3	-7	13	0	-3	-2.1	0.0
10	CCC(=O)Nc1cccc(-c2cn3cccc(C)c3n2)c1	1	nt	-1	-20	-13	nt	3.2	0.4
11	Cn1c(N)c(N=O)c(=O)n(C)c1=O	2	nt	3	1	-2	1	1.4	0.1
12	COC(=O)[C@]1(C)N[C@H](CN(C)S(=O)(=O)c2ccc(-c3ccccc3)cc2)[C@@H]2C(=O)N(Cc3ccccc3)C(=O)[C@@H]21	9	-3	6	-6	0	5	0.9	0.1

Part of the list above, limited to RAD52 anneal inh and RAD54 branch.
No.	Structure	RAD52 anneal inh	RAD54 branch
6	COc1ccc(NC(=O)N(C)C[C@H]2OCCCC[C@@H](C)Oc3ccc(NC(=O)NC4CCCCC4)cc3C(=O)N([C@@H](C)CO)C[C@H]2C)cc1	8	-8
7	O=C(OCc1ccc([N+](=O)[O-])cc1)c1cc2ccccc2oc1=O	-12	7
8	CCCNC(=O)C1(C)CCCN(C(=O)c2cccnc2Oc2ccccc2)C1 (stereo unspecified)	-5	2
9	CC1CCCN(S(=O)(=O)c2ccc(S(=O)(=O)N3CCCC3)cc2)C1 (stereo unspecified)	0	-7
10	CCC(=O)Nc1cccc(-c2cn3cccc(C)c3n2)c1	-13	-1
11	Cn1c(N)c(N=O)c(=O)n(C)c1=O	-2	3

Single values from the list.
Reading of cpd 7 in CFTR F508del cor: -0.9
Reading of cpd 8 in esBAF inh: -2
Reading of cpd 3 in RAD52 anneal inh: -7

Additional structures:
item	SMILES	ARNT TACC3 PPI	esBAF inh	RAD54 branch	GSIS activator	RAD52 anneal inh	ERAP1 inh	CFTR F508del cor	XiGFP reactiv
13	Cc1cc2c(cc1S(=O)(=O)N1CCN(c3ccc(Cl)cc3)CC1)OCCN2C	9	5	-1	0	-18	5	0.7	0.2
14	CCC(=O)N1CC2(C1)[C@@H](c1ccc(-c3ccc(F)cc3)cc1)[C@H](CO)N2C(C)=O	nt	nt	nt	2	-5	0	1.7	0.0
15	Cc1c(C(=O)OCC(=O)N2CCCC2)cccc1[N+](=O)[O-]	12	11	11	-2	-1	-3	0.2	0.0
16	CCOc1ccccc1CN1CCN(Cc2ccc(C)o2)CC1CCO (stereo unspecified)	0	nt	nt	5	-12	-3	-1.7	0.0
17	Cc1ccccc1-n1cc(CNC(=O)CCc2nnc(CCc3ccccc3)o2)cn1	-1	nt	nt	1	-6	-2	-2.1	-0.1
18	Cc1nc(Cc2ccc(OC(C)C)cc2)[nH]c(=O)c1CC(=O)O	-1	nt	nt	9	-4	6	0.4	0.4
19	Cc1nc(C(F)(F)F)c(C(=O)N/N=C(\N)c2cccnc2)s1	9	-3	nt	13	4	0	0.7	0.0
20	CNC[C@H]1Oc2cc(C#CCOC)ccc2S(=O)(=O)N([C@@H](C)CO)C[C@@H]1C	-16	0	-8	15	-27	-5	-2.7	-0.4
21	C[C@H](CO)N1C[C@H](C)[C@H](CN(C)S(=O)(=O)c2cn(C)cn2)Oc2ccc(NC(=O)CCCN(C)C)cc2C1=O	-3	-4	0	17	-4	2	1.6	0.0
22	CCc1nc(SCc2ccc(C(=O)OC)o2)c2c(=O)n(C)c(=O)n(C)c2n1	-2	1	-10	-2	-12	2	1.9	-0.1
23	COc1ccc(-c2csc(C(O)c3cccnc3)n2)cn1 (stereo unspecified)	nt	11	-1	37	-12	4	-2.0	0.2
24	Cc1cccn2cc(-c3cccc(S(=O)(=O)N4CCCCC4)c3)nc12	4	nt	3	-7	-3	-2	0.1	-0.1
25	O=C(NN1C(=O)C2C3CCC(O3)C2C1=O)c1ccc(Cl)cc1 (stereo unspecified)	-5	-2	-1	nt	-14	-1	-1.2	0.0
26	CC(OC(=O)c1cc(S(=O)(=O)N2CCOCC2)ccc1F)C(=O)NCc1ccc2c(c1)OCO2 (stereo unspecified)	0	-11	-5	3	-5	0	-4.1	0.0
27	Cc1ccc(S(=O)(=O)N(C)C[C@H]2OCCCC[C@H](C)Oc3ccc(NC(=O)c4ccccc4)cc3C(=O)N([C@@H](C)CO)C[C@@H]2C)cc1	6	-1	-9	-10	-51	3	-0.6	-0.1
28	O=c1c(Cc2ccc(Cl)cc2)c(O)ccn1Cc1ccncc1	-7	nt	nt	3	-18	-7	-0.5	0.2
29	O=C(NC1CCCC1)N[C@@H]1CC[C@H](CC(=O)N2CCOCC2)O[C@H]1CO	-6	-4	-3	10	3	0	1.2	0.1
30	COc1ccc(NC(=O)Nc2cccc3c2O[C@@H](CN(C)S(=O)(=O)c2cccs2)[C@H](C)CN([C@@H](C)CO)C3=O)cc1	-1	-6	2	10	-1	3	0.8	-0.3
31	COc1cccc(C(=O)N2CCC[C@@H]2C(=O)N2CCC[C@@H]2C(=O)NCc2ccccc2Cl)c1	nt	nt	nt	-4	-8	nt	1.5	0.0
32	O=C(NCC1(N2CCCCC2)CCCCC1)c1cccc(NS(=O)(=O)c2ccccc2)c1	-7	-2	-15	7	2	-9	-2.4	0.2
33	O=C(NCc1ccc(Cl)cc1)c1cc2ccccn2n1	nt	21	-1	-24	-14	-3	1.9	-0.1
34	CNC[C@@H]1Oc2ccc(NS(=O)(=O)c3ccc(F)cc3)cc2CC(=O)N([C@H](C)CO)C[C@H]1C	nt	-10	8	22	-1	2	-5.2	-0.8
35	COc1cc(CN2CCNC(=O)C2CC(=O)N2CCc3ccccc3C2)cc(OC)c1 (stereo unspecified)	1	-2	-4	-2	-32	-1	-1.0	0.1
36	CN1CCN(CC(=O)N2N=C(c3cccs3)CC2c2ccco2)CC1 (stereo unspecified)	-3	nt	-4	6	-12	-1	-1.2	-0.1
37	CCn1nnc2cc(C(=O)N3CCC(C(=O)OC)CC3)ccc21	-6	nt	3	2	3	2	-1.8	0.0
38	CCN(CC)C(=O)c1sc(N2C(=O)Nc3ccccc3N2O)c(C(=O)OC)c1C	nt	nt	nt	10	-21	-1	nt	0.2
39	Cc1ccc(Nc2nc(NCC3CCCO3)nc(N)c2[N+](=O)[O-])cc1C (stereo unspecified)	0	-5	8	9	-15	2	-1.7	0.0
40	C/C(Cl)=C\Cn1c(O)c(N=NC(N)=S)c2cc(Br)ccc21	-3	-3	-18	15	-10	-1	-0.4	0.9
41	COc1cccc(C(C)NC(=O)C2CCCC2)c1 (stereo unspecified)	-19	-5	-7	-16	1	1	-4.1	0.0
42	COc1ccc(C(=O)N2C[C@@H]3[C@H](c4ccccc42)[C@@H](CO)N3C(=O)c2ccc(F)cc2)cc1	-3	6	2	0	3	1	2.3	0.3
43	NCC[C@H]1CC[C@H](NC(=O)C2CCCCC2)[C@@H](CO)O1	5	-5	0	16	-12	-1	-2.4	-0.6
44	Cc1ccc(S(=O)(=O)N(C)C[C@H]2Oc3ccc(NC(=O)NC(C)C)cc3CC(=O)N([C@@H](C)CO)C[C@H]2C)cc1	25	3	-17	19	2	1	-4.7	0.2

Numbers 41 to 42 of the list above:
item	SMILES	ARNT TACC3 PPI	esBAF inh	RAD54 branch	GSIS activator	RAD52 anneal inh	ERAP1 inh	CFTR F508del cor	XiGFP reactiv
41	COc1cccc(C(C)NC(=O)C2CCCC2)c1 (stereo unspecified)	-19	-5	-7	-16	1	1	-4.1	0.0
42	COc1ccc(C(=O)N2C[C@@H]3[C@H](c4ccccc42)[C@@H](CO)N3C(=O)c2ccc(F)cc2)cc1	-3	6	2	0	3	1	2.3	0.3
